# TcdB GH inh – TcdB glycohydrolase inhibitors, primary screen, biochemical, single point, plate reader; 350,000 compounds, 0.24% hits; inhibition, % at 9.99 µM; AID 652162, 2013; TcdB glycohydrolase enzymatic assay; in the data active = inhibition above about 10%
# Target sequence (P18177 whole entry, looked up): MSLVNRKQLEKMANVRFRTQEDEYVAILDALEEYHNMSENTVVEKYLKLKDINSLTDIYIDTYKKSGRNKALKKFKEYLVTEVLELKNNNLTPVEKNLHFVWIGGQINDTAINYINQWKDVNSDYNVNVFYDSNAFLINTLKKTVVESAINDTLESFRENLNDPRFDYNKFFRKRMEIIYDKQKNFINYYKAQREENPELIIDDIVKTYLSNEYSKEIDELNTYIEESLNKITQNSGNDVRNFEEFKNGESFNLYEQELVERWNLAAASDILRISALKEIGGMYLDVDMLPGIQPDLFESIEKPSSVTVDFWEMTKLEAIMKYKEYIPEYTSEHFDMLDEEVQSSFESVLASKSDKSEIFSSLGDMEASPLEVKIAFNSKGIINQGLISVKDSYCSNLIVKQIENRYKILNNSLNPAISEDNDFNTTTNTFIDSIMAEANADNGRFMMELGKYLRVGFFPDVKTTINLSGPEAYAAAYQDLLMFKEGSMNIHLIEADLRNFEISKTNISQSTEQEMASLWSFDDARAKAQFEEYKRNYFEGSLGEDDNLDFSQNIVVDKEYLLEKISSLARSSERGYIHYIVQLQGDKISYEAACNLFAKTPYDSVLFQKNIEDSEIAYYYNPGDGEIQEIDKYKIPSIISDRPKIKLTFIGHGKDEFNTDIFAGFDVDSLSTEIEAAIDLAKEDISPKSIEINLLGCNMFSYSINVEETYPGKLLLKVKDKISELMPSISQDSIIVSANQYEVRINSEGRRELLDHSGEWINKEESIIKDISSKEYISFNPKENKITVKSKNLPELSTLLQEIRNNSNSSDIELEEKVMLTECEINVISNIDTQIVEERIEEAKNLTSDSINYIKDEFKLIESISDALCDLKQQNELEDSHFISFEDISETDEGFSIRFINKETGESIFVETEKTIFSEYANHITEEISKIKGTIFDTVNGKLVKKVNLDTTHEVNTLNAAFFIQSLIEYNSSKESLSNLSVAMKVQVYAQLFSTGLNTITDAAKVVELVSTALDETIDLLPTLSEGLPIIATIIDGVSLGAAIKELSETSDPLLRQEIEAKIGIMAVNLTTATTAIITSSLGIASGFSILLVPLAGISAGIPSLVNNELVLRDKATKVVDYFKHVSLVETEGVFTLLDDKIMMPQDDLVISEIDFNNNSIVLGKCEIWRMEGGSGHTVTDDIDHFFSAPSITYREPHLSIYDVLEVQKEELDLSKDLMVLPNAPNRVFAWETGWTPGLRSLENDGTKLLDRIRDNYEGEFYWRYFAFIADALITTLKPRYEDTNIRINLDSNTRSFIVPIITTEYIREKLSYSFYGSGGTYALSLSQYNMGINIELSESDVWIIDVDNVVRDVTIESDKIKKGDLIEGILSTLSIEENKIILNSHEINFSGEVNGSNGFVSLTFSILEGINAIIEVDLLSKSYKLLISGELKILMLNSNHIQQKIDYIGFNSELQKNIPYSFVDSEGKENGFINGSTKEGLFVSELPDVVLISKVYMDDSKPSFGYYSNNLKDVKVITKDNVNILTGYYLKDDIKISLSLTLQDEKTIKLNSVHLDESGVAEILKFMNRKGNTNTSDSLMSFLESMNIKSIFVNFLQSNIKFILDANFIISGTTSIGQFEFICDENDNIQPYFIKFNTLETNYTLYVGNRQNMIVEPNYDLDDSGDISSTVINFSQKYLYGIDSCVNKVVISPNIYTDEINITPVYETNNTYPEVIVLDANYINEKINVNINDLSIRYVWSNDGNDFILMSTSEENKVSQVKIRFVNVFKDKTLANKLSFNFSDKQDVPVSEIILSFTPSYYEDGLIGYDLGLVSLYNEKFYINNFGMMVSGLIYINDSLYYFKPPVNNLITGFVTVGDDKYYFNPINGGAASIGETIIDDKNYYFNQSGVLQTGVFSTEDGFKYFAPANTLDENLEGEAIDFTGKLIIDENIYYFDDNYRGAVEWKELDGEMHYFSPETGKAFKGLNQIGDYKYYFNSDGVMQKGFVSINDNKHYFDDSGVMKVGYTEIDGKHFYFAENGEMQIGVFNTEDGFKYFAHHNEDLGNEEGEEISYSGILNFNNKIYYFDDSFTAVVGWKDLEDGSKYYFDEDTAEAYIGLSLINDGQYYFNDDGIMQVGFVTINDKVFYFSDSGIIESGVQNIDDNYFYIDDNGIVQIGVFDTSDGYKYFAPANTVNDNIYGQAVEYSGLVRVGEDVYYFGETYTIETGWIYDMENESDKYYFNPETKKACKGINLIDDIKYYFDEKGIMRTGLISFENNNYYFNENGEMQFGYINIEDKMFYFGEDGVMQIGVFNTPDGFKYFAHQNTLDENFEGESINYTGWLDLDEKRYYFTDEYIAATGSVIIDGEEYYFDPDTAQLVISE
# BioA inh – M. tuberculosis BioA enzyme inhibitors, primary screen, biochemical, plate reader, single point, HTS | 7,8-diaminopelargonic acid synthase BioA (Mycobacterium tuberculosis) | inhibition, % at 9.99 µM | purified M. tuberculosis BioA enzyme | 360,000 compounds, 0.096% hits; in the data active = inhibition above about 40%
# The depositor's hits bear a star. Not all compounds are listed; count on the stated rates, not on these rows.
SMILES,TcdB GH inh,BioA inh
O=C(NCc1cccc(F)c1)[C@H]1[C@H](CO)[C@H]2Cn3c(ccc(-c4ccncc4)c3=O)[C@@H]1N2CC1CC1,1.1,3.6
C[C@@H]1CN([C@H](C)CO)C(=O)c2cc(NC(=O)Cc3ccccc3)ccc2O[C@@H]1CN(C)C,-0.4,4.4
COc1ccc(CN(C)C[C@@H]2Oc3ccc(NC(=O)Nc4ccccc4)cc3CC(=O)N([C@@H](C)CO)C[C@H]2C)cc1,-1.5,1.4
CN1CCN(C(=O)C[C@H]2C[C@@H]3c4cc(NC(=O)NC5CCCCC5)ccc4O[C@@H]3[C@H](CO)O2)CC1,0.3,-3.0
C[C@H](CO)N1C[C@H](C)[C@H](CN(C)C(=O)Nc2ccccc2)Oc2ccc(NC(=O)C3CC3)cc2C1=O,-0.3,0.4
CO[C@@H]1CN(C)C(=O)c2ccc(NC(=O)C3CC3)cc2OC[C@@H](C)N(Cc2cccnc2)C[C@H]1C,1.1,1.0
Cc1noc(C)c1S(=O)(=O)Nc1cccc2c1O[C@H](CN(C)CC1CC1)[C@H](C)CN([C@H](C)CO)C2=O,-1.6,-2.7
C[C@@H]1CCCCO[C@H](CN(C)C(=O)c2ccccc2)[C@@H](C)CN([C@H](C)CO)C(=O)c2cc(NC(=O)Nc3ccc4c(c3)OCO4)ccc2O1,-2.2,2.0
C[C@@H]1CN([C@H](C)CO)C(=O)c2cccc(NC(=O)c3ccc(-c4nccs4)cc3)c2O[C@H]1CN(C)Cc1ccccc1,-2.3,-2.6
COc1ccccc1-c1ccc([C@@H]2[C@@H](CO)N(C(=O)C3CCC3)[C@H]2C#N)cc1,0.2,18.7
O=C(C[C@@H]1C[C@@H]2c3cc(NC(=O)C4CCOCC4)ccc3O[C@@H]2[C@H](CO)O1)NCc1ccc2c(c1)OCO2,-0.1,2.3
N#C[C@@H]1[C@H](c2ccccc2)[C@@H](CO)N1C(=O)c1cc(Cl)cc(Cl)c1,0.3,32.8

# Reprinted at random: six entries already listed, in no set order.
SMILES,TcdB GH inh,BioA inh
CN1CCN(C(=O)C[C@H]2C[C@@H]3c4cc(NC(=O)NC5CCCCC5)ccc4O[C@@H]3[C@H](CO)O2)CC1,0.3,-3.0
COc1ccc(CN(C)C[C@@H]2Oc3ccc(NC(=O)Nc4ccccc4)cc3CC(=O)N([C@@H](C)CO)C[C@H]2C)cc1,-1.5,1.4
N#C[C@@H]1[C@H](c2ccccc2)[C@@H](CO)N1C(=O)c1cc(Cl)cc(Cl)c1,0.3,32.8
C[C@@H]1CN([C@H](C)CO)C(=O)c2cc(NC(=O)Cc3ccccc3)ccc2O[C@@H]1CN(C)C,-0.4,4.4
O=C(C[C@@H]1C[C@@H]2c3cc(NC(=O)C4CCOCC4)ccc3O[C@@H]2[C@H](CO)O1)NCc1ccc2c(c1)OCO2,-0.1,2.3
CO[C@@H]1CN(C)C(=O)c2ccc(NC(=O)C3CC3)cc2OC[C@@H](C)N(Cc2cccnc2)C[C@H]1C,1.1,1.0

# Further records follow:
SMILES,TcdB GH inh,BioA inh
CCCNC(=O)Nc1ccc2c(c1)C(=O)N(C)C[C@H](OC)[C@@H](C)CN(Cc1cccnc1)[C@@H](C)CO2,0.2,-1.5
C[C@H](NC(=O)C[C@@H]1CC[C@H](NC(=O)Nc2ccc3c(c2)OCO3)[C@@H](CO)O1)c1ccccc1,-0.6,-1.2
CCc1cnc(N2[C@@H](C#N)[C@H](c3ccc(-c4cccc(F)c4)cc3)[C@@H]2CO)s1,-0.6,1.6
O=C(C[C@@H]1CC[C@@H](NC(=O)c2cccc(F)c2)[C@H](CO)O1)NCCN1CCCC1,-1.2,0.4
COCC(=O)N1[C@@H]2Cn3c(ccc(-c4ccccc4)c3=O)[C@H]1[C@@H](C(=O)NCc1ccccn1)[C@@H]2CO,-0.3,0.8
CCC(=O)Nc1ccc2c(c1)C(=O)N(C)C[C@@H](OC)[C@@H](C)CN(C(=O)c1ccccc1F)[C@H](C)CO2,-0.3,0.1
CN1C[C@H]2[C@@H](c3ccccc31)[C@H](CO)N2Cc1ccccc1Cl,-3.7,3.3
Cc1ccc(S(=O)(=O)N(C)C[C@H]2Oc3ccc(NC(=O)NC(C)C)cc3CC(=O)N([C@H](C)CO)C[C@@H]2C)cc1,0.2,0.9
COc1ccc(S(=O)(=O)Nc2ccc3c(c2)C(=O)N([C@@H](C)CO)C[C@@H](C)[C@@H](CN(C)Cc2ccc4c(c2)OCO4)OCCCC[C@H](C)O3)cc1,-0.3,-2.3
COc1ccccc1-c1ccc2c(c1)O[C@H](CN(C)C(C)=O)[C@H](C)CN([C@H](C)CO)S2(=O)=O,1.3,-1.2
C[C@H](CO)N1C[C@H](C)[C@@H](CN(C)Cc2ccc(Oc3ccccc3)cc2)Oc2ccc(N(C)C)cc2C1=O,0.2,2.5
CC(C)NC(=O)Nc1ccc2c(c1)C(=O)N([C@H](C)CO)C[C@H](C)[C@H](CN(C)Cc1ccc(C(F)(F)F)cc1)OCCCC[C@H](C)O2,0.7,0.3
CC(C)N(C[C@H]1N[C@@H](CO)[C@H]1c1ccccc1)C(=O)c1ccccc1,1.5,2.3
C[C@@H]1CCCCO[C@@H](CN(C)S(=O)(=O)c2ccccc2)[C@H](C)CN([C@H](C)CO)C(=O)c2cc(NS(=O)(=O)c3cccs3)ccc2O1,0.9,-1.2
O=S(=O)(c1ccccc1)N1CCCCN2[C@@H](CO)[C@H](c3ccc(C#Cc4cccnc4)cc3)[C@@H]2C1,-0.2,5.1
Cn1cnc(S(=O)(=O)N[C@@H]2C=C[C@@H](CC(=O)Nc3ccc(-c4ccccc4)cc3)O[C@@H]2CO)c1,0.0,-1.3
Cn1cnc(S(=O)(=O)N[C@@H]2CC[C@H](CC(=O)NCC3CC3)O[C@@H]2CO)c1,0.4,-3.5
Cc1noc(C)c1NC(=O)N[C@H]1C=C[C@@H](CC(=O)N2CCN(C)CC2)O[C@@H]1CO,0.4,-4.0
CS(=O)(=O)N1[C@@H]2Cn3c(ccc(C4=CCCCC4)c3=O)[C@H]1[C@@H](C(=O)N1CCCCC1)[C@@H]2CO,-1.6,-0.8
Cc1noc(C)c1NC(=O)N(C)C[C@H]1Oc2ccc(NC(=O)Nc3ccc(F)cc3)cc2CC(=O)N([C@@H](C)CO)C[C@@H]1C,0.8,-0.8
Cc1ccc(S(=O)(=O)Nc2cccc3c2O[C@@H](CN(C)C(=O)Nc2ccc(C(F)(F)F)cc2)[C@H](C)CN([C@@H](C)CO)C3=O)cc1,-9.9,-3.9
C[C@@H]1CN([C@@H](C)CO)C(=O)Cc2cc(NC(=O)Nc3ccc(C(F)(F)F)cc3)ccc2O[C@@H]1CN(C)Cc1ccncc1,0.0,1.4
CCCC(=O)Nc1ccc2c(c1)C(=O)N(C)C[C@@H](OC)[C@@H](C)CN(C(=O)c1ccccc1F)[C@H](C)CO2,0.9,1.4
CC(=O)N1[C@@H]2c3ccc(C4=CCCCC4)c(=O)n3C[C@H]1[C@H](CO)[C@H]2C(=O)NC1CCCC1,-3.8,1.6

# Six compounds from above, arranged by heavy-atom count, smallest number first.
SMILES,TcdB GH inh,BioA inh
CC(C)N(C[C@H]1N[C@@H](CO)[C@H]1c1ccccc1)C(=O)c1ccccc1,1.5,2.3
CS(=O)(=O)N1[C@@H]2Cn3c(ccc(C4=CCCCC4)c3=O)[C@H]1[C@@H](C(=O)N1CCCCC1)[C@@H]2CO,-1.6,-0.8
O=S(=O)(c1ccccc1)N1CCCCN2[C@@H](CO)[C@H](c3ccc(C#Cc4cccnc4)cc3)[C@@H]2C1,-0.2,5.1
CCCC(=O)Nc1ccc2c(c1)C(=O)N(C)C[C@@H](OC)[C@@H](C)CN(C(=O)c1ccccc1F)[C@H](C)CO2,0.9,1.4
C[C@@H]1CN([C@@H](C)CO)C(=O)Cc2cc(NC(=O)Nc3ccc(C(F)(F)F)cc3)ccc2O[C@@H]1CN(C)Cc1ccncc1,0.0,1.4
C[C@@H]1CCCCO[C@@H](CN(C)S(=O)(=O)c2ccccc2)[C@H](C)CN([C@H](C)CO)C(=O)c2cc(NS(=O)(=O)c3cccs3)ccc2O1,0.9,-1.2

# Other results.
SMILES,TcdB GH inh,BioA inh
C[C@@H]1CCCCO[C@H](CN(C)CC2CCCCC2)[C@H](C)CN([C@H](C)CO)C(=O)c2cc(NC(=O)c3ccccc3)ccc2O1,-7.4,0.7
CCCNC(=O)N1C[C@H](O)COC[C@@H]2O[C@@H](CC(=O)OC)CC[C@H]21,0.1,-1.9
CC=Cc1ccc2n(c1=O)C[C@@H]1[C@@H](CO)[C@H](C(=O)NCC)[C@H]2N1Cc1nccs1 (mixture of isomers),0.9,-1.1
O=C(CCN1CCCCC1)NCC[C@H]1CC[C@H](NC(=O)C2CCCC2)[C@@H](CO)O1,-0.1,1.1
Cc1noc(C)c1S(=O)(=O)Nc1ccc2c(c1)C(=O)N([C@@H](C)CO)C[C@@H](C)[C@H](CN(C)C(=O)Nc1ccc3c(c1)OCO3)OCCCC[C@H](C)O2,-0.7,-4.0
COc1ccc(C#Cc2ccc([C@H]3[C@@H](CO)N4CCCCN(C)C[C@@H]34)cc2)cc1,2.0,-1.8
C[C@H]1CN([C@@H](C)CO)C(=O)c2cc(-c3ccccc3F)cnc2O[C@H]1CN(C)Cc1ccccc1,0.2,2.3
C[C@@H]1CN([C@H](C)CO)C(=O)c2cccc(NC(=O)C3CCCCC3)c2O[C@@H]1CN(C)Cc1ccncc1,0.0,-0.9
CC(=O)N[C@@H]1C=C[C@H](CC(=O)NCC2CCCCC2)O[C@H]1CO,-0.2,0.0
C[C@@H]1CN([C@H](C)CO)C(=O)Cc2cc(NC(=O)Cn3cnnn3)ccc2O[C@@H]1CN(C)Cc1ccc2c(c1)OCO2,-0.2,-0.9
C[C@H]1CN([C@@H](C)CO)C(=O)c2cc(NC(=O)Nc3ccc(C(F)(F)F)cc3)ccc2O[C@H]1CN(C)Cc1ccc(-c2ccccc2)cc1,6.5,-1.4
COc1ccc(NC(=O)N(C)C[C@@H]2Oc3ccc(NC(=O)NC(C)C)cc3CC(=O)N([C@@H](C)CO)C[C@H]2C)cc1,-0.4,-1.4
C[C@H](CO)N1C[C@H](C)[C@H](CN(C)Cc2ccccc2)Oc2cc(C#CCN(C)C)ccc2S1(=O)=O,0.3,7.7
CCS(=O)(=O)N1[C@H](C#N)[C@H](c2ccc(-c3cccc(F)c3)cc2)[C@@H]1CO,0.5,-3.3
O=C(C[C@H]1CC[C@H](NC(=O)Nc2cccc(F)c2)[C@@H](CO)O1)NCC1CC1,0.2,1.9
COc1ccc(S(=O)(=O)Nc2cccc3c2O[C@@H](CN(C)Cc2ccc(Oc4ccccc4)cc2)[C@H](C)CN([C@H](C)CO)C3=O)cc1,0.3,-1.6
CO[C@H]1CN(C)C(=O)c2cc(NC(=O)c3cnccn3)ccc2OC[C@H](C)N(CCc2ccccc2)C[C@@H]1C,0.8,5.8
CCCNC(=O)C[C@@H]1CC[C@H]2[C@@H](COC[C@H](O)CN2Cc2ccncc2)O1,-0.6,-3.3
C[C@H]1CCCCO[C@H](CN(C)C(=O)Nc2ccccc2)[C@@H](C)CN([C@@H](C)CO)C(=O)c2cc(NC(=O)Nc3ccc4c(c3)OCO4)ccc2O1,0.0,-0.4
O=C(Cc1ccccc1)N[C@H]1CC[C@@H](CC(=O)N2CCCCC2)O[C@@H]1CO,0.8,-2.4
Cc1ccccc1-c1cnc2c(c1)C(=O)N([C@@H](C)CO)C[C@H](C)[C@@H](CN(C)CC1CCCCC1)O2,0.6,3.6
Cc1ccc(S(=O)(=O)N(C)C[C@@H]2OCCCC[C@@H](C)Oc3ccc(NS(C)(=O)=O)cc3C(=O)N([C@@H](C)CO)C[C@@H]2C)cc1,1.1,1.0
CC(C)NC(=O)Nc1cccc2c1O[C@@H](CN(C)S(C)(=O)=O)[C@H](C)CN([C@H](C)CO)C2=O,-1.3,0.1
C[C@H]1CN([C@@H](C)CO)S(=O)(=O)c2ccc(-c3ccncc3)cc2O[C@@H]1CN(C)Cc1cncnc1,-0.9,6.2
C[C@H](CO)N1C[C@H](C)[C@H](CN(C)S(=O)(=O)c2cccs2)Oc2c(NC(=O)c3ccncc3)cccc2C1=O,-5.5,0.5
C[C@H]1CCCCO[C@@H](CN(C)C(=O)Nc2cccc3ccccc23)[C@@H](C)CN([C@@H](C)CO)C(=O)c2cc(NS(C)(=O)=O)ccc2O1,-5.8,-4.0
C[C@@H]1CCCCO[C@@H](CN(C)CC2CCCCC2)[C@H](C)CN([C@@H](C)CO)C(=O)c2cc(NC(=O)CCCN(C)C)ccc2O1,0.1,-1.1
C[C@H](NC(=O)C[C@@H]1C=C[C@@H](NC(=O)C2CCC2)[C@H](CO)O1)c1ccccc1,-6.9,0.3
CO[C@H]1CN(C)C(=O)c2ccc(NC(C)=O)cc2OC[C@@H](C)N(CCC(F)(F)F)C[C@@H]1C,0.4,2.3
CN1C(=O)c2cc(NC(=O)Cc3cccs3)ccc2OC[C@H]2O[C@@H](CC(=O)N[C@@H]3CCN(Cc4ccccc4)C3)CC[C@H]21,2.1,2.9
C[C@@H]1CN([C@@H](C)CO)C(=O)c2cc(-c3cccc(F)c3)cnc2O[C@H]1CN(C)Cc1ccccn1,-0.6,-0.6
O=C(C[C@@H]1CC[C@H]2[C@@H](COC[C@H](O)CN2Cc2ccc(F)cc2)O1)NCc1ccccc1Cl,-1.2,6.3
